ROC1-CUL1 inh – blocks human RBX1-Cullin-1 di-ubiquitin formation; inhibition, % at 10 µM; AID 1347404; in vitro K48 di-Ub FRET, acceptor:donor ratio, 45 min; hit rate 0.6% among 140,000; in the data active means inhibition above about 25%
Target sequence (P62877 whole entry, looked up): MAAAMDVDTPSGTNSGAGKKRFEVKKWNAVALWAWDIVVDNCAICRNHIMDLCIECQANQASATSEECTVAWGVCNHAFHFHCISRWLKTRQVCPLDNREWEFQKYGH
Target sequence (Q13616 whole entry, looked up): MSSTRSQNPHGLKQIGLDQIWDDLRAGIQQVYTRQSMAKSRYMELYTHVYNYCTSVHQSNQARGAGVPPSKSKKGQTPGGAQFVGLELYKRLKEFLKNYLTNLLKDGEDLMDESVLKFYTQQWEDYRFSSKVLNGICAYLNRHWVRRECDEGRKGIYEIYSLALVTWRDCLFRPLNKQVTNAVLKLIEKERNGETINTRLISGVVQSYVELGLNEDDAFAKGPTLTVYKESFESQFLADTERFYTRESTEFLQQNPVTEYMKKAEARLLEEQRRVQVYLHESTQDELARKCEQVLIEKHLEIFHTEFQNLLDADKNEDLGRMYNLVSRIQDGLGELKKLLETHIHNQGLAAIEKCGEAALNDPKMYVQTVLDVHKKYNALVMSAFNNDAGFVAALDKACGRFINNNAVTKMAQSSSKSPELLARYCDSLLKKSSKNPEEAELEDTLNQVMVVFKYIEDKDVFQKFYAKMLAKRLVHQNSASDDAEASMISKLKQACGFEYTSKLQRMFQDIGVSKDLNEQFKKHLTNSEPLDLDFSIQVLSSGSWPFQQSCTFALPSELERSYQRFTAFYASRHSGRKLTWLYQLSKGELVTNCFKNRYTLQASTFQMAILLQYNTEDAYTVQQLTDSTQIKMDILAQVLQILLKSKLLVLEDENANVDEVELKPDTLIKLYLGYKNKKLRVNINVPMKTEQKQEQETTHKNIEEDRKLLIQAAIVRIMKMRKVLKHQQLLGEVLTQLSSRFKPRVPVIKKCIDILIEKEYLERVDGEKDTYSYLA
An asterisk follows results filed as active; & = joins results of further samples.

A first look (2 entries):
SMILES	ROC1-CUL1 inh
NC(=O)c1c(NC(=O)CS(=O)(=O)c2ccc(Cl)cc2)sc2c1CCCCC2	0.6
CCc1ccccc1N=C1C(=O)N(Cc2ccccc2)C(=O)C1Cl (stereo not given)	2.3

The listing (from the top)
SMILES	ROC1-CUL1 inh
NC(=O)c1c(NC(=O)CS(=O)(=O)c2ccc(Cl)cc2)sc2c1CCCCC2	0.6
CCc1ccccc1N=C1C(=O)N(Cc2ccccc2)C(=O)C1Cl (stereo not given)	2.3
CCc1c(C)sc(NC(=O)/C=C/c2c(F)cccc2Cl)c1C#N	7.0
CC1(C)CC(=O)C2=C(C1)N(Cc1ccccc1)C1=C(C(=O)CC(C)(C)C1)C2c1cc(Br)ccc1OCC(=O)O	3.5
COc1ccc(CN2CCN(C(C)=O)CC2)cc1OCC(O)CN(C)C(C)C (stereo not given)	6.7
COCc1ccc(C(=O)NCc2c(C)ncc3c2CCN(C(=O)c2cccc(C(F)(F)F)c2)C3)o1	-3.8
COc1ccc(/C(C)=C(\C)c2ccc(OC)cc2)cc1	-13.1
Oc1cccc2c3c(oc12)CCCC3	13.1
COc1ccc(OC)c(-c2nc(Nc3ccccc3C)sc2CC(=O)O)c1	-2.1
COc1ccc(CNC(=O)CSc2nc(-c3cccs3)cc(C(F)(F)F)n2)cc1	5.5
CC(C)Cc1cc(C(=O)N2CCOc3ccc(CN4CCc5sccc5C4)cc3C2)n(C)n1	-7.2
CN(C)c1cc(-c2cccc(-c3ccn(CCCCF)n3)c2)ncn1	1.2
C=CCn1c(SCC(=O)c2cc(C)n(CCOC)c2C)nc2sc3c(c2c1=O)CCCC3	2.2
CN(C)S(=O)(=O)c1ccc2c(c1)N(CC(=O)NCc1ccccc1)C(=O)C1CCCCN21 (stereo not given)	3.6
COc1ccc(CCNC(=O)C(=O)NCC(c2cccs2)S(=O)(=O)c2ccc(C)cc2)cc1 (stereo not given)	-2.1
O=C(CCc1cnccn1)N1CCCC(CCc2ccc(F)cc2F)C1 (stereo not given)	-9.9
Fc1nc(F)c(Cl)c(Cc2c(Cl)c(F)nc(F)c2Cl)c1Cl	8.9
C=CCn1cc(CNC2CC(C)(C)Cc3nc(N4CCOCC4)ncc32)c(C)n1 (stereo not given)	0.9
CCN(CC)S(=O)(=O)c1ccc(C(=O)N2CCN(C3NS(=O)(=O)C4CCCCC34)CC2)cc1 (stereo not given)	5.6
O=C(O)c1cc(Br)ccc1NS(=O)(=O)c1cccc2nsnc12	-9.0
c1cc(-c2ccc(-c3ccsc3)s2)cs1	-4.6
Cc1ccc(NC(=O)c2c(NC(=O)Cc3ccccc3)sc3c2CCCC3)cc1	22.7
Cc1ccc(Cl)cc1NC(=O)c1ccc(CSc2ccccn2)cc1	6.5
COc1ccc(C2=CC=Nn3c(C)nnc3S2)cc1	5.4
CC(C)(C)c1ccc(C(=O)Nc2sc3c(c2C#N)CCC(C(C)(C)C)C3)cc1 (stereo not given)	-2.6
O=C(OCc1cc(=O)n2nc(-c3cccs3)sc2n1)c1ccc(F)cc1	-5.1
COCc1noc(CNC(=O)c2ccc(C3CCCN3C(C)=O)s2)n1 (stereo not given)	4.4
CCOc1ccc(C2CC(=O)NC3=C2C(=O)C(C(=O)OC)C(C)C3)cc1 (stereo not given)	5.7
CN(C)CCC(O)c1csc2ccc(Br)cc12 (stereo not given)	0.0
CC(NC(=O)CCn1nnnc1CN1CCOCC1)c1ccccc1Cl (stereo not given)	-2.6
O=C(NCCCc1nc2ccccc2n1Cc1c(F)cccc1Cl)C1CCCCC1	5.8
Cc1nnc(N2C(=O)C(=O)C(C(=O)c3ccc(OC(C)C)cc3)C2c2ccc(C(C)(C)C)cc2)s1 (stereo not given)	-10.2
CCn1c(SCc2ccc(F)cc2Cl)nc(=O)c2c(C(=O)OC)cc(C3CC3)nc21	4.5
O=C(Nc1cccc(C(F)(F)F)c1)OCCN1C(=O)c2cccc3cccc(c23)C1=O	3.1
O=S(=O)(NCc1ccc(Cl)cc1)c1ccc2[nH]c3c(c2c1)CCCC3	-7.5
CC(=O)C1C(=O)C(C)=C(c2ccccc2)N(c2ccccc2)C1=O (stereo not given)	-4.6
Cc1ccccc1-c1nnc(SCC(=O)N2CCOCC2)o1	9.8
Cc1cc2c(cc1NS(=O)(=O)c1ccc(NC(=O)CC(C)C)cc1)n(C)c(=O)c(=O)n2C	0.4
CCC(C)Oc1ccc(C(=O)Nc2ccc(CN3CCOCC3)cc2)cc1 (stereo not given)	-5.7
COc1ccc(CNC(=O)c2nnn(CC(=O)Nc3cc(C)cc(C)c3)c2N)cc1	-12.6
CN(CCc1cn[nH]c1)Cc1ccc(-c2nc(C3CCCC3)cc(=O)[nH]2)cc1	-2.9
c1ccc(-c2c(-c3ccc4ccccc4n3)cnc3ccccc23)cc1	2.8
CN(C)c1ccc(N=Nc2ccc(N)cc2Cl)cc1	-0.3
Cc1ccc(OCC(=O)Nc2ccc3nc(SCC(=O)Nc4ccc(C)cc4C)sc3c2)cc1	-3.3
COc1ccccc1CN1CCN(Cc2ccc(F)c(F)c2)C(CCO)C1 (stereo not given)	-6.5
CCN=C1CC=C(Br)C=C(C(=O)/C=C/c2ccc(F)cc2)C1=O	26.7*
COc1ccc(N2CCN(Cc3cc(=O)oc4ccc(OC)cc34)CC2)cc1	4.0
COc1ccc(N2C(=O)/C(=C\c3ccc(O)c(Br)c3)SC2=S)cc1	41.9*
O=C(COc1ccccc1F)Nc1ccc2nc(SCC(=O)N3CCCC3)sc2c1	2.9
CCOC(=O)N1CCN(Cc2nc3cc(NC(=O)c4ccc(OC)cc4)ccc3n2C(C)C)CC1	-2.6
Cc1cc(F)ccc1NC(=O)C(c1ccccc1)N1Cc2ccccc2C1=O (stereo not given)	2.2
CC(=O)N1CCc2c(sc3c2c(=O)n(Cc2ccccc2)c(=O)n3Cc2cc(C)ccc2C)C1	-1.0
Cc1ccc(S(=O)(=O)Nc2cccc(-c3cn4cccc(C)c4n3)c2)c(C)c1	8.2&14.4
CCc1ccccc1NC(=O)C(CC)CC	4.1
Cc1cc(=O)oc2cc(OCCSc3ccccc3)ccc12	-3.0
COc1ccc(CCN2C(=O)O[C@@H]3CN(Cc4ccccn4)C[C@@H]32)cc1	3.4
COc1cccc(CNC(=O)C(NS(=O)(=O)c2cccs2)C(C)C)c1 (stereo not given)	0.0
CCOC(=O)C1(Cc2ccc(OC)cc2)CCN(C(=O)CSc2nc(C)cs2)CC1	3.6
O=C(c1cc2cc(Br)ccc2oc1=O)N1CCc2ccccc21	-4.6
O=C(c1coc(CN2CCN(Cc3ccccc3)CC2)n1)N1CCc2ccccc2C1	0.6
Continued:
SMILES	ROC1-CUL1 inh
CCNC(=O)NCc1cccnc1Oc1ccccc1OC	7.1
Cc1c(C(=O)Nc2ccc(C(=O)O)cc2)nnn1-c1ccccc1	5.2
CCOc1ccc(NCc2cccn2-c2nnc(N3CCC(C(=O)NCc4ccc(C)cc4)CC3)s2)cc1	-8.5
CCC(=O)N1CCc2cc(Br)cc(S(=O)(=O)CCC(=O)NCCc3ccc(C)cc3)c21	-2.7
Cc1ccc(/C=C2\SC(=Nc3ccc(C)c(C)c3)NC2=O)o1	-4.7
C=CCn1c(CNc2cccc3ccccc23)nnc1SCC(=O)N/N=C/c1ccc(OC)cc1OC	6.9
CC(C)Oc1ccc(-n2ncc(=O)n(C)c2=O)c(F)c1	10.0
CC(=O)c1ccc(NC(c2ccc(F)cc2)c2nnc(-c3ccccc3)o2)cc1 (stereo not given)	-5.3
CC(=O)c1ccc(NC(=O)CSc2ccc3nc(-c4ccccc4)cn3n2)cc1	16.3
O=S(=O)(c1ccc(Cl)cc1)c1nc(-c2cccs2)oc1SCc1ccccc1F	-4.3
Cc1ccc(S(=O)(=O)N(CC(=O)NCc2cccnc2)c2ccccc2)cc1	9.7
CCOC(=O)c1ccc(N2C(=O)c3[nH]nc(-c4ccc(C)cc4)c3C2c2cccc(F)c2)cc1 (stereo not given)	-0.3
CCC(C)C(=O)Nc1ccc(-c2nc3ccc(C(=O)c4ccccc4)cc3[nH]2)cc1 (stereo not given)	0.5
O=C(Nc1cccc(-n2cnnn2)c1)C1CCCN1Cc1cccc(Cl)c1 (stereo not given)	0.7
Cn1c(SC/C=C/c2ccccc2)nc2sc3c(c2c1=O)CCCC3	5.4
COC(=O)C1C(C)=NC(=S)NC1c1cccs1 (stereo not given)	0.6
CC(=O)Nc1c(C)nn(-c2ccccc2)c1N1CCC(C(=O)NCc2ccc(Cl)cc2)CC1	7.1
Cc1cccc(NC(=O)CSc2nc3ccc(NC(=O)CCc4ccccc4)cc3s2)c1	-3.7
Cc1ccc2c(CN3CCN(C(=O)c4ccc(F)cc4)CC3)cc(=O)oc2c1	2.1
N#Cc1ccc2c(c1)C=Cc1ccccc1S2	4.3
Cc1c(Cl)cccc1NC(=O)c1cc(S(=O)(=O)N2CCCCC2)cn1C	-8.5
O=C(c1cccc(COc2cc(Cl)ccc2Cl)c1)N1CCCCCC1	4.7
Cc1cc(-n2cccc2)sc1C	8.5
OC(Cc1nc2ccccc2n1Cc1ccc(Cl)cc1)c1ccccc1F (stereo not given)	-1.2
Cc1cc(C)c(S(=O)(=O)N2CCC(n3c(C(F)(F)F)nc4cccnc43)CC2)c(C)c1	5.9
OC1C2(c3ccccc3)CN3CC1(c1ccccc1)CN(C2)C3c1ccncc1 (stereo not given)	6.7
Cc1c(Cl)cccc1NC(=O)c1cccc(NC(=O)CCC(=O)O)c1	-0.1
O=C(O)c1ccccc1N(Cc1ccccc1)C(=O)c1ccco1	9.6
C=CCSc1nc2sc3c(c2c(=O)n1CCCC)CCCC3	1.3
CCCNC(=O)c1ccc2nc(CCc3ccccc3)oc2c1	-2.3
Cc1cccc(CNC(=O)Cn2c(-c3cccs3)cc3ccccc32)c1	-3.6
Cc1cccc(CN2C[C@H](O)[C@@H](N3CCOCC3)C2)n1	6.0
CNC(=O)c1cnc2sc(N3CCC(C)CC3)nn2c1=O	7.6
Cc1cccc(NC(=O)CSc2ncc(-c3ccc(Cl)cc3)[nH]2)c1	-0.1
O=C(NCc1ccccc1F)C1CCN(c2nn3cc(-c4ccc(F)cc4)nc3s2)CC1	-2.4
COc1ccc(S(=O)(=O)N(CC(=O)Nc2ccc(C)cc2)c2ccc(C)cc2)cc1OC	7.3
COC(=O)c1ccc(Cn2nnc3sc4c(c3c2=O)CCCC4)cc1	-3.4
CCOc1ccc(C(=O)Nc2ccc3nc(N(CC)CC)cc(C)c3c2)cc1	1.2
CCOC(=O)c1cnn(-c2cc(Oc3ccc(C)c(C)c3)nc(SC)n2)c1N	-4.0
CC(C)c1ccc(NS(=O)(=O)c2ccc3c(c2)C(=O)C(C(=O)NC2CCCC2)C=N3)cc1 (stereo not given)	-3.8
COc1ccc(NC(=O)Cn2c(SCc3ccc(C)cc3)nc3cccnc32)c(OC)c1	5.6
O=C(Nc1ccc(N2CCC(NC(CCn3ccnc3)c3ccccc3)CC2)cc1)c1ccccc1F (stereo not given)	11.7
CCCC(=O)C1C(=O)CC(C)(C)CC1=Nc1ccccc1O (stereo not given)	1.6
Cc1cccc(C(=O)NCCc2nc3ccccc3n2Cc2ccc(Cl)cc2)c1	4.1
Cc1cc(C)nc(C(=NOCCN(C)C)c2ccccc2)n1	6.9
COCCn1cnc2cc(NC(=O)C3CCCCC3)cc(C(=O)NCCc3ccccc3OC)c21	10.5
CC(=O)Nc1ccc2c3c(cccc13)CC2	-1.8
CCOC(=O)C(C#N)c1cnc2ccccc2n1 (stereo not given)	1.7

Twelve entries from above, arranged by heavy-atom count, lowest first:
SMILES	ROC1-CUL1 inh
CC(=O)Nc1ccc2c3c(cccc13)CC2	-1.8
CCOC(=O)C(C#N)c1cnc2ccccc2n1 (stereo not given)	1.7
Cc1cccc(CN2C[C@H](O)[C@@H](N3CCOCC3)C2)n1	6.0
CNC(=O)c1cnc2sc(N3CCC(C)CC3)nn2c1=O	7.6
Cc1cc(C)nc(C(=NOCCN(C)C)c2ccccc2)n1	6.9
Cc1cccc(NC(=O)CSc2ncc(-c3ccc(Cl)cc3)[nH]2)c1	-0.1
COC(=O)c1ccc(Cn2nnc3sc4c(c3c2=O)CCCC4)cc1	-3.4
CCOc1ccc(C(=O)Nc2ccc3nc(N(CC)CC)cc(C)c3c2)cc1	1.2
Cc1cccc(C(=O)NCCc2nc3ccccc3n2Cc2ccc(Cl)cc2)c1	4.1
COc1ccc(NC(=O)Cn2c(SCc3ccc(C)cc3)nc3cccnc32)c(OC)c1	5.6
COCCn1cnc2cc(NC(=O)C3CCCCC3)cc(C(=O)NCCc3ccccc3OC)c21	10.5
O=C(Nc1ccc(N2CCC(NC(CCn3ccnc3)c3ccccc3)CC2)cc1)c1ccccc1F (stereo not given)	11.7

(more compounds)
SMILES	ROC1-CUL1 inh
CC(C)CN1CC(=NC(=O)N2CCN(c3ccccc3F)CC2)c2ccccc2C1=O	0.5
COc1ccccc1C1CCCN1C(=O)CC1(c2ccccc2OC)CC(=O)N(C2CCCC2)C1=O (stereo not given)	-8.0
CCOc1ccccc1NC(c1nnc(-c2ccccc2)o1)c1ccc(F)cc1Cl (stereo not given)	14.1
Cc1cc(C(=O)Nc2ccc(Cl)cc2)c2c(C)nn(-c3ccccc3)c2n1	4.9
CCOc1ccc(CN2CCN(S(=O)(=O)c3ccc(Cl)cc3)CC2)cc1	2.1
Cc1ccc(C(=O)NCc2cccnc2N2CCOCC2)s1	-2.1
CC1C(=NC2(c3nnnn3-c3ccc(Br)cc3)CCCC2)C(=O)N(c2ccccc2)N1C (stereo not given)	5.6
Cc1ccc(CCSCC(=O)O)cn1	-3.3
Cc1cc(C)c2oc(C(=O)Nc3ccc(S(=O)(=O)N4CCCCCC4)cc3)cc(=O)c2c1	2.3
COc1ccc(C2N(c3cccc4ccccc34)C(=O)N3CCCN23)cc1 (stereo not given)	-7.0
COc1cccc(Cn2c(=O)n(CCc3ccccc3)c(=O)c3c2c2cc(OC)ccc2n3C)c1	2.2
COc1ccc(-c2ccccc2)cc1NC(=O)Cn1ncc(N(C)C)cc1=O	0.8

Source: PubChem (Icahn School of Medicine at Mount Sinai)

These rows are one share of the data; count on the stated rates, not on these rows.
